Assay outcomes deposited in PubChem BioAssay by National Center for Advancing Translational Sciences (NCATS).
PTHR1 ag – PTHR1 (human) receptor agonism | Potency, µM (top dose mostly 115 µM), for inactives: top-dose activation, hits mostly activators | Q03431 | HEK293 GP2 PTHR1 cells, GloSensor cAMP luminescence, 1 h | 410,000 compounds, 0.075% hits; active means well fitted activation curve with a large enough effect; inconclusive means small, poorly fitted or top-dose-only effect, or another doubt; inactive means no such curve, though single readings can be large or run the other way; further: potency means the concentration at half of the fitted maximal effect; nearly all actives have a fitted effect of over 55% in size; some results filed as inactive show a strong effect at the top dose; inactives centre near -15; many of its hits are not listed in these tables
Target sequence (Q03431 whole entry, looked up): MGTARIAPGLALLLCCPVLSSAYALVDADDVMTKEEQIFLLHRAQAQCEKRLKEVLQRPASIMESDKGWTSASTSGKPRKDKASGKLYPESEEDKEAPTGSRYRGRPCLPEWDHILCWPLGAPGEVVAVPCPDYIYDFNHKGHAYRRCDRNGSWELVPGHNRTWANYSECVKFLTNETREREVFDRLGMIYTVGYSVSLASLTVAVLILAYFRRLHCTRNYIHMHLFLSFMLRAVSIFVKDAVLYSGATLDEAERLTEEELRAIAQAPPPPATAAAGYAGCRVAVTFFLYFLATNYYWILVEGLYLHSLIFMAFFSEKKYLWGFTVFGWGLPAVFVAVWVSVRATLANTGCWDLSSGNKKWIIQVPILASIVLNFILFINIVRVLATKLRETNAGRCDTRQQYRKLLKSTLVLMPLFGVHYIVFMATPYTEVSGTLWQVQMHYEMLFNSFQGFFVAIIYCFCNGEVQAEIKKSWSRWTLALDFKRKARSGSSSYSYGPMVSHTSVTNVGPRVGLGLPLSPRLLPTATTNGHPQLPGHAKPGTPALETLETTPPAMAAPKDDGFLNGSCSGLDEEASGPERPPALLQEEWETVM
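HEK-293-derived GP2 cells expressing PTHR1 and a GloSensor cAMP reporter, 3,000/well, plated overnight, given luciferin plus IBMX (each 0.5 mM as added) for 1 h at 37 °C, then compound for 1 h at 37 °C. Luminescence was read after 15 min at room temperature.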
DRD3 agonist – D3 dopamine receptor (human) agonism; 410,000 compounds, 0.58% hits; D3R DiscoveRx beta-arrestin cells, luminescence, 90 min; max activation, %; AID 652048; in the data active means max activation above about 30%; further: 0% is about no effect; mostly tested at two doses, the higher about 12 µM
Target sequence (P35462 whole entry, looked up): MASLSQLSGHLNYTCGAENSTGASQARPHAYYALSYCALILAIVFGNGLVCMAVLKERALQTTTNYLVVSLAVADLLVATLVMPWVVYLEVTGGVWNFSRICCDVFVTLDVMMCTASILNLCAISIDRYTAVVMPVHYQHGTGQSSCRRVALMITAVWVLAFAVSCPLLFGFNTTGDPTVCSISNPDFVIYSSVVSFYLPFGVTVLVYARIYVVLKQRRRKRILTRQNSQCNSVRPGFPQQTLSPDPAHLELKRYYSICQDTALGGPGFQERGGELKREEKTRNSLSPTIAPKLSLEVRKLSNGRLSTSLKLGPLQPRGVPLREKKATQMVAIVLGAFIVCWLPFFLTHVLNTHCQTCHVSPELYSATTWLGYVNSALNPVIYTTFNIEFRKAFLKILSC
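Agonist-mode cell screen: cells plated at 1500/well and incubated overnight at 37 °C, then exposed to library compounds for 90 min at 37 °C. Detection reagent was added for 30–60 min at room temperature, and luminescence was read.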
* = called active by the depositor; i = inactive; ? = inconclusive; [ ] = remark or other dose.

molecule,PTHR1 ag,DRD3 agonist
O=c1c(S(=O)(=O)c2ccccc2)cn(Cc2ccc(F)cc2)c2cc(N3CCCCC3)c(F)cc12,i,3
Cc1ccc(Cl)cc1N1CCN(C(=O)C2CCN(S(=O)(=O)c3ccc4c(c3)oc(=O)n4C)CC2)CC1,i,11
O=C(/C=C\c1ccccc1)NC1CC(=O)N(c2ccccc2)C1 (stereo unspecified),?,45*
Cc1cccc(NC(=O)CSc2nc3ccc(NC(=O)COc4ccc(Cl)cc4)cc3s2)c1,-38%[inhibitor],0
CCC(=O)N1CCc2cc(S(=O)(=O)NC(C(=O)NCc3ccccc3Cl)C(C)C)ccc21 (stereo unspecified),i,-7
Cc1cc2c(c3oc(=O)c4ccccc4c13)CN(Cc1ccc(F)cc1)CO2,i,-14
Nc1c(-c2nc(-c3ccc(Cl)cc3)cs2)c2ccccn2c1C(=O)c1ccc2c(c1)OCO2,i,2
COc1ccc(C(=O)Oc2ccc(C3NC(=O)c4c(sc5c4CCN(C)C5)N3)cc2OC)cc1 (stereo unspecified),-25%,-2
O=C(CCC1N=C2c3ccccc3N=C(SCc3ccc(Cl)cc3)N2C1=O)N1CCN(c2ccccc2)CC1 (stereo unspecified),-16%,-4
CCCCNS(=O)(=O)c1ccc(NC(=O)c2c(-c3ccccc3)noc2C)cc1,-6%,-7
Cc1ccc(N2CC(NC(=O)c3cc4ccccc4o3)CC2=O)cc1 (stereo unspecified),-23%,-4
O=C(Nc1ccccc1C(F)(F)F)C1CCN(S(=O)(=O)Cc2ccccc2)CC1,-2%,3
C=CCC(CC=C)(CNC(=O)C(=O)Nc1cccc(C(F)(F)F)c1)c1ccccc1,-10%,-3
Cc1ccc(S(=O)(=O)n2nc(C)c(S(=O)(=O)N3CCCCCC3)c2C)cc1C,i,3
COCCN(Cc1ccco1)C(=O)Cn1ncc2c([nH]c3ccccc32)c1=O,-3%,-4
COCCCNc1ncnc2c1c(-c1ccccc1)cn2-c1ccc(C)c(Cl)c1,i,-8
COc1cc2c(=O)n(CCC(=O)NCC3CCCO3)c(=O)n(CC(=O)Nc3c(C)cccc3C)c2cc1OC (stereo unspecified),-52%[inhibitor],4
Cn1c(C(=O)Nc2cccc(C(F)(F)F)c2)cc2c(=O)n3ccccc3nc21,i,-4
COc1ccc(S(=O)(=O)NCCS(=O)(=O)N2CCN(c3ccccc3)CC2)cc1C,i,-8
O=C(Nc1ccc2nc(SCC(=O)N3CCOCC3)sc2c1)c1cccc(Br)c1,-49%[inhibitor],4
COc1ccccc1NC(=O)C1=C(C)Nc2nc(SCc3ccccc3Cl)nn2C1c1ccncc1 (stereo unspecified),-23%,3
O=C(c1ccc2c(c1)N(Cc1ccccc1F)C(=O)c1ccccc1S2(=O)=O)N1CCCCCC1,-19%,-11
CC(=O)N1c2ccc(S(=O)(=O)N(C)CC(=O)N(Cc3ccccc3)C(C)C)cc2CC1C (stereo unspecified),-2%,8
COc1ccc(OC)c(NC(=O)CS(=O)(=O)Cc2nc(-c3ccc(C)cc3)oc2C)c1,-11%,-9

Next section, starting with the last four of the part before.
molecule,PTHR1 ag,DRD3 agonist
COc1ccccc1NC(=O)C1=C(C)Nc2nc(SCc3ccccc3Cl)nn2C1c1ccncc1 (stereo unspecified),-23%,3
O=C(c1ccc2c(c1)N(Cc1ccccc1F)C(=O)c1ccccc1S2(=O)=O)N1CCCCCC1,-19%,-11
CC(=O)N1c2ccc(S(=O)(=O)N(C)CC(=O)N(Cc3ccccc3)C(C)C)cc2CC1C (stereo unspecified),-2%,8
COc1ccc(OC)c(NC(=O)CS(=O)(=O)Cc2nc(-c3ccc(C)cc3)oc2C)c1,-11%,-9
Cc1ccc(C2CCN(C(=O)Nc3ccc(C)c(C)c3)C2)cc1 (stereo unspecified),-19%,5
O=C(Cn1ncc2ccc(Cl)cc21)NCc1ccc(F)cc1,-17%,-4
Cc1ccc(Cl)cc1NC(=O)CCc1c(C)nc2c3cccnc3nn2c1C,?,-10
CCCCN(CCCC)C(=O)CN(C)S(=O)(=O)c1ccc2c(c1)c(=O)n(C)c(=O)n2C,14%,-11
CCOC(=O)c1ccc(NC(=O)c2cnc(N3CCCC3)nc2C)cc1,-27%,3
Cc1cccc(C)c1NC(=O)C1CCCN(S(=O)(=O)c2c(C)noc2/C=C/N(C)C)C1 (stereo unspecified),i,3
Cc1ccc(-n2c(=O)c3ccc(C(=O)NCc4ccco4)cc3n(Cc3ccccc3Cl)c2=O)cc1,23%,-5
CCC(=O)N1CCc2cc(Br)cc(S(=O)(=O)CCC(=O)NCc3ccc(F)cc3)c21,i,9
CC(C)c1ccc(N2C(=O)CSC23C(=O)N(C)c2ccccc23)cc1 (stereo unspecified),-4%,7
Cc1cccc(N2CCN(C(=O)CN3C(=O)COc4ccc(S(=O)(=O)N5CCC(C)CC5)cc43)CC2)c1C,-10%,5
Cc1ccc2c(c1)c1c(c(=O)n(Cc3ccccc3)c(=O)n1CC(=O)NCc1ccccc1Cl)n2C,i,16
CCN(c1ccccc1)S(=O)(=O)c1ccc2[nH]cc(C(=O)NC3CCCCC3)c(=O)c2c1,-19%,-2
CCC(Cn1nnc2ccccc2c1=O)NC(=O)Nc1cccc(Cl)c1 (stereo unspecified),i,8
Cc1cccc(NC(=O)CN2C(=O)COc3ccc(S(=O)(=O)Nc4ccccc4)cc32)c1C,-16%,-14
COc1ccc2c(CNCc3ccco3)c(C(=O)O)n(Cc3ccccc3)c2c1,-11%,-1
Cc1nn2c(C)c(C(=O)NCC(C)c3ccccc3)cnc2c1-c1ccccc1 (stereo unspecified),0%,2
O=C1C(=O)N(C2CCN(C(=O)c3ccccc3F)CC2)CCN1Cc1ccc(F)cc1,i,8
Cc1ccc(C)c(N2CCN(S(=O)(=O)c3ccc4c(c3)n(C)c(=O)c(=O)n4C)CC2)c1,i,-8
CCc1ccc(-c2ccc3nnc(SCC(=O)Nc4cccc(C(C)=O)c4)n3n2)cc1,i,-8
COC(=O)c1ccccc1NC(=O)Cn1c(=O)n(-c2ccc(C)cc2)c(=O)c2ccccc21,-17%,0
Cc1[nH]c2ccc(Br)cc2c1CCNC(=O)c1cc2ccccc2oc1=O,i,3
Cc1nnc(NC(=O)c2nc(SC(C)C)ncc2Cl)s1,i,-3
COc1cccc(N2CCN(C(=O)c3nc(-c4ccc(Cl)cc4)n4c3CCCCC4)CC2)c1,i,3
CCCn1ccc2c(OCC(=O)NCc3ccc(F)cc3)cccc2c1=O,i,2
COc1ccc(-c2cc(C(C)=O)c(C)n2CCC(=O)Nc2ccc(C)cc2Cl)cc1,26%,-3
O=C(CCCc1ccccc1)NC1CC(=O)N(c2ccc(Cl)cc2)C1 (stereo unspecified),i,-17
Cc1ccc2ncc(C(=O)Nc3cccc(C(F)(F)F)c3)c(=O)n2c1,i,-5
CC(C)CC(=O)Nc1ccc2nc(SCC(=O)N3CCCC3)sc2c1,i,9
CCN(C(=O)Cn1c(=O)oc2cc(S(=O)(=O)N3CCCC3)ccc21)c1cccc(C)c1,i,-9
Cc1ccccc1Cn1nnc2c(=O)[nH]c(C3CCN(C(=O)c4ccccc4)CC3)nc21,i,-23
CCN(CC)S(=O)(=O)c1ccc(-c2csc(=Nc3cccc(C(F)(F)F)c3)n2Cc2ccc3c(c2)OCO3)cc1,i,-10
CCCN1CCN(c2ncnc3sc(C(=O)Nc4c(C)cc(C)cc4C)c(C)c23)CC1,i,-10
Cc1ccc2c(=O)cc(C(=O)Nc3sc4c(c3C(=O)NCc3ccco3)CCC4)oc2c1,0%,-16
O=C(Cn1nnc(-c2ccccc2Cl)n1)Nc1ccc(Br)cc1,i,2
CC(=O)N(Cc1cccnc1)c1nc2ccc(F)cc2s1,-18%,-11
Cc1ccc2[nH]c3c(=O)n(CC(=O)N4CCN(c5cccc(C(F)(F)F)c5)CC4)ncc3c2c1,-4%,10
Cc1cc(C)c(CN2C(=O)c3ccccc3S(=O)(=O)c3ccc(C(=O)OCC4CCCO4)cc32)c(C)c1 (stereo unspecified),-13%,0
CCOc1ccc(S(=O)(=O)NCCc2c(C)[nH]c3c(Cl)cccc23)cc1C,-25%,-10
Cc1ccccc1CSc1ccc(-c2cccs2)nn1,-60%[inhibitor],-15
Cc1c(Cl)cccc1NC(=O)Cn1nc(C)c2sc3ccccc3c2c1=O,?,-11
CCOc1ccc(C(=O)NC2CC(=O)N(c3ccc(C)cc3)C2)cc1OCC (stereo unspecified),-16%,7
CC(C)Oc1ccc(CNC(=O)C2CCN(C(=O)c3sccc3-n3cccc3)CC2)cc1,i,2
COc1cc2[nH]c(=O)n(Cc3ccc(C(=O)N4CCN(c5cc(Cl)ccc5C)CC4)cc3)c(=O)c2cc1OC,-43%[inhibitor],-16
COc1cccc(CC(=O)Nc2c(C(=O)N3CCN(c4ccccc4)CC3)oc3ccccc23)c1,i,-9
COc1ccccc1CNC(=O)CCCc1nnc2n(CC(C)C)c(=O)c3sccc3n12,22%,-9
CCOc1ccc(-c2c(C)nn3c(C)c(C(=O)NCCc4ccccc4)cnc23)cc1OCC,i,-2
CC(C)Oc1ccc(CNC(=O)c2cccc(NC(=O)c3nsc4ccccc34)c2)cc1,-26%,6
COc1cc(C(=O)NCc2nc(-c3ccc(Cl)cc3)no2)cc(OC)c1OC,-36%[inhibitor],8

(next part)
structure | PTHR1 ag | DRD3 agonist
O=C(NCCc1csc(-c2ccc(C(F)(F)F)cc2)n1)c1ccccc1Cl | -5% | 1
COc1cc(C(=O)Nc2cc(C)ccc2OCc2cc(=O)n3c(C)csc3n2)cc(OC)c1OC | i | 0
Cc1cccn2c(=O)cc(CSc3nnc(NC(=O)COc4ccc(F)cc4)s3)nc12 | i | 4
COc1ccc(OC(=O)c2nc(SCc3ccc(C)cc3)ncc2Cl)cc1 | i | -7
Cc1nc(-c2ccc(Cl)cc2)sc1CCNC(=O)C(=O)Nc1ccccc1C#N | 20% | 2
CCCn1c(SCc2nc(-c3cc(OC)ccc3OC)no2)nnc1-c1ccc(Cl)cc1 | -3% | 9
O=C(CCCn1c(=O)c2ccccc2n(Cc2cccc(Cl)c2)c1=O)NCCc1ccc(Cl)cc1 | 21% | -8
CC(C)CCNC(=O)C1CCN(S(=O)(=O)c2cccc3nsnc23)CC1 | -38%[inhibitor] | -8
COc1ccc(S(=O)(=O)N(CCc2ccccc2)CC(=O)Nc2cc(C)cc(C)c2)cc1OC | i | -10
Fc1ccc(-c2ccc(CNCCSc3nnnn3-c3ccccc3)o2)cc1 | -27% | -22
CCc1nnc(SC(CC)C(=O)NCCOC)c2cc3occc3n12 (stereo unspecified) | -29% | -2
Cc1ccc(NC(=O)Cn2nnnc2-c2ccccc2N)cc1 | i | -1
COC(=O)c1cc(C)nc2c1c(=O)nc(SCc1ccccc1C)n2C1CC1 | -34%[inhibitor] | -13
COC(=O)c1ccc(NC(=O)CN(Cc2ccccc2)S(=O)(=O)c2ccc(C)cc2)cc1 | -6% | -23
Cc1ccc(Cn2ccnc2SCC(=O)NCc2ccccc2)cc1 | -41%[inhibitor] | 4
CCOc1ccc(C2C(=O)N(C3CCCCCC3)CC(=O)N2CCc2ccc(Cl)cc2)cc1OC (stereo unspecified) | -18% | -19
CCCN1C(=O)C(Cc2nc3ccccc3c(=O)n2-c2cccc(C)c2)c2ccccc21 (stereo unspecified) | -14% | 7
Cc1ccc(S(=O)(=O)N2CCN(Cc3ccc4c(c3)OCO4)CC2)cc1 | -41%[inhibitor] | -31
Cc1ccc(NC(=O)CCS(=O)(=O)c2cc3c4c(c2)CCN4C(=O)CC3)c(C)c1 | i | 4
Cc1ccn2c(Nc3ccccc3C)c(-c3ccc(N4CCOCC4)cc3)nc2c1 | -2% | 8
O=C(OCC1CCCO1)c1ccc2c(c1)N(Cc1c(F)cccc1Cl)C(=O)c1ccccc1S2(=O)=O (stereo unspecified) | -13% | 8
CCCCNC(=O)c1cnn2c(C)c(Cc3c(C)cc(C)cc3C)c(C)nc12 | -68% | 0
Cc1ccc(CN(Cc2ccco2)C(=O)c2ccc(OCC(C)C)cc2)cc1 | -90%[inhibitor] | -16
CCCCN1CCc2nc(Nc3ccc(OC)cc3OC)ncc2C1 | -2% | -13
CCn1c(=N)n(CCOc2ccc(Br)cc2)c2ccccc21 | i | 9
COc1cccc(CNS(=O)(=O)c2ccc(-c3cc(C(F)(F)F)on3)s2)c1 | -31%[inhibitor] | 0
CCCCNC(=O)CSc1nc2ccccc2nc1Cc1ccc(C)cc1 | -20% | 6
Cc1nc(N2CCCC2)c2c(C(=O)Nc3cccc(Cl)c3)c(C)oc2n1 | i | 4

Some of the entries so far, with two lines to a compound.
Order of results: PTHR1 ag, DRD3 agonist
> O=C(OCC1CCCO1)c1ccc2c(c1)N(Cc1c(F)cccc1Cl)C(=O)c1ccccc1S2(=O)=O (stereo unspecified)
→ -13%, 8
> CCCCNC(=O)c1cnn2c(C)c(Cc3c(C)cc(C)cc3C)c(C)nc12
→ -68%, 0
> Cc1ccc(CN(Cc2ccco2)C(=O)c2ccc(OCC(C)C)cc2)cc1
→ -90%[inhibitor], -16
> CCCCN1CCc2nc(Nc3ccc(OC)cc3OC)ncc2C1
→ -2%, -13

The list is partial; rates above refer to the full screens.
